Screens: PubChem, several laboratories
CDK5 inh = inhibitors of human CDK5/p35 kinase; Q00535+Q15078; Recombinant CDK5/p35, ADP-Glo luminescence, 60 min; inhibition, % at 10 µM; 330,000 tested, 0.01% active;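 active means highest replicate inhibition of at least 50% and at least 75% of replicates reaching 50%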;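 further: plate controls were DMSO neutral control for no effect and GW8510 at 10 µM for full effect; many of its hits are not listed in these tables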
SUMO Mot1 rescue = blocks SUMOylation pathway, rescuing yeast Mot1-301 growth | S. cerevisiae Mot1-301 growth rescue, ATP luminescence, 38.5C; percent above DMSO median, 100 means doubled | growth rescue, % at 18.8 µM | 320,000 tested, 1% active;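 active means every valid replicate shows activation above 250% relative to neutral control wells; inactive means the rest, any valid replicate at or below 250%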;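 further: OY570 slx delta 5 strain wells were the positive control but not used for scaling; some compounds called inactive have numbers as strong as hits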
PKA-R1A act = activators of PKA-R1A complex. P00514+P68181. PKA-R1A dissociation, Cy5-IP20 fluorescence polarization; scaled: DMSO 0%, 113 µM cGMP 100%. activation, % at 11.4 µM. 340,000 tested, 0.083% active;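 active means percent activation above the mean of all tested compounds plus 3 SD, cut at about 19% in these data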;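 further: higher means more PKAc released from R1A so a rise in polarization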
Pemphigus Ab inh = blocks pemphigus antibody binding to human desmoglein-3; DSG3-coupled beads, scFv-anti-DSG3-GFP binding, flow cytometry; stronger effect = lower value; P32926; binding (percent of control), % at 10 µM; 310,000 tested, 0.48% active;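 active means binding more than 3 SD below its plate's average and above zero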;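 further: hits lower antibody fragment binding to DSG3; some compounds called inactive have numbers as strong as hits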
dFosB act = activators of mouse delta FosB homodimer | P13346 | purified delta FosB, TAMRA-CDK5 oligo fluorescence polarization; percent of positive-control signal above neutral wells | activation, % at 25 µM | 340,000 tested, 0.99% active;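 active means mean activation above about 17%, with every replicate also reaching it, limit read from the data, passing the limit was not always enough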;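 further: fluorescence polarization rise as delta FosB binds a TAMRA Cdk5 AP-1 oligo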
Target sequence (P13346 whole entry, looked up): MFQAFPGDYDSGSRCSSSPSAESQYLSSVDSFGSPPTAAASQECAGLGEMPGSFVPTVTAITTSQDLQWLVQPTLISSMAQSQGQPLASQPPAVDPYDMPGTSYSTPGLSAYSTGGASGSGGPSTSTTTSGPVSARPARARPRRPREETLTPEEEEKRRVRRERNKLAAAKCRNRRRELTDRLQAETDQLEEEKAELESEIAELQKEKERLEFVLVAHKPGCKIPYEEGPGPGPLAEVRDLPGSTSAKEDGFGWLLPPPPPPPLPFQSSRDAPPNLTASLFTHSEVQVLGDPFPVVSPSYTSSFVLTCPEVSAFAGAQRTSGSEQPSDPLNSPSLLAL
MITF act = increases MITF-driven TRPM1 promoter luciferase signal | SK-MEL-5 TRPM1-promoter luciferase, 24 h; % of positive control, neutral wells = 0 | activation, % at 12.5 µM | 300,000 tested, 0.75% active;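 active means mean activation of at least 80% with every replicate also reaching 80%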;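 further: 0% = neutral control wells and 100% = parthenolide positive control wells; values of inactives mirror those of a sister screen read the other way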
NSD2 inh = blocks human histone methyltransferase NSD2; NSD2 peptide methylation, AlphaScreen, 120 min; inhibition, % at 12.5 µM; 310,000 tested, 0.54% active; in the data active means inhibition above about 50%
SR-BI DiI-HDL act = SR-BI HDL lipid transfer activation. CHO ldlA[mSR-BI] cells, DiI-HDL uptake fluorescence, 3 h; 100 = double the neutral-control signal. activation, % at 12.5 µM. 320,000 tested, 0.096% active. AID 504775;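 active means mean replicate activation of at least 60% and every replicate at or above 60%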;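 further: 0% = median plate neutral-control signal and 100% = twice that signal; values of inactives mirror those of a sister screen read the other way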
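Test system: SR-BI-overexpressing, LDLR-lacking CHO cells; Also added: labelled HDL, 10 µg/mL; Measured by: bottom-read cell fluorescence after medium removal, ex 550/em 595 nm; Timing: 3 h uptake period with compound, 37 °C; Buffer or medium: F12, 0.5% BSA, 25 mM HEPES; Doses: single compound concentration, delivered by pin transfer.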
PKA-R2B activ = activates the human PKA-R2B holoenzyme complex; P22694+P31323; PKA-R2B holoenzyme dissociation, Cy5-IP20 fluorescence polarization; R2B truncated from residue 108, S112A mutant; 0% DMSO only, 100% 113 µM cGMP; activation, % at 11.4 µM; 340,000 tested, 0.079% active; AID 504700;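 active means activation above a cutoff set at the mean over all compounds plus 3 SD, cut at about 18% in these data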;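 further: higher means more holoenzyme dissociation and a rise in polarization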
Target sequence (P31323 whole entry, looked up, other chains not shown, the tested form may be a part): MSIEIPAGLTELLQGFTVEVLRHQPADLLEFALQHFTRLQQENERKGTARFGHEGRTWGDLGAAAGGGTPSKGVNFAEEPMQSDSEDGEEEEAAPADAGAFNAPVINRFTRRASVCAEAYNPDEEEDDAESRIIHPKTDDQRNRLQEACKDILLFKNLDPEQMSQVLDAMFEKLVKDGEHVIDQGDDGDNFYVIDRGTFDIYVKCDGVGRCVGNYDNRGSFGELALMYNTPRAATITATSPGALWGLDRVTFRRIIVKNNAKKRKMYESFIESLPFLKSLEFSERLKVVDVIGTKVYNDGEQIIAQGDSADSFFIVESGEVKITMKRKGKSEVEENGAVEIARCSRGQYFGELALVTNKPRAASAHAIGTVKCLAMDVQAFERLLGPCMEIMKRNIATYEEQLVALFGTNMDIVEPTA
Arrestin-AP2 inh = blocks beta-arrestin peptide binding to AP2 adaptin; FITC-arrestin peptide / GST-AP2 beads, flow cytometry; AP2 beta2 appendage carries R879A mutation; inhibition, % at 10 µM; 340,000 tested, 0.31% active;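 active means inhibition above a set limit, near 3 SD of compounds lacking own fluorescence, cut at about 54% in these data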;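 further: plate controls were DMSO wells for no effect and 5 µM unlabelled arrestin peptide for full effect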
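Material – AP2 appendage R879A on GSH beads · Buffer or medium – PBS with 0.05% Tween 20 and 0.1% BSA · Probe or stimulus – fluorescein-tagged arrestin peptide at 50 nM final · Incubation – compound with beads 12 min RT, then probe 1 h RT · Detection – high-throughput flow cytometry of beads, ex 488, em 535 nm · Evaluation – percent response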
SR-BI DiI inh = mouse SR-BI HDL lipid transfer inhibition; ldlA[mSR-BI] CHO cells, DiI-HDL uptake fluorescence, 3 h; Q61009; inhibition, % at 12.5 µM; AID 488896; 320,000 tested, 0.96% active;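 active means mean replicate inhibition of at least 70% and a set share of replicates each scoring 70 or more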;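 further: 0% = median of neutral control wells and 100% = median of positive control wells; values of inactives mirror those of a sister screen read the other way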
* marks the source's active call; other numbers are inactive results; nt = no result given; & = joins results of further samples.

CDK5 inh,SUMO Mot1 rescue,PKA-R1A act,Pemphigus Ab inh,dFosB act,MITF act,NSD2 inh,SR-BI DiI-HDL act,PKA-R2B activ,Arrestin-AP2 inh,SR-BI DiI inh,molecule
1.9,74.3,0.6,109.4,0.6,-10.9,-4.5,-88.9,3.0,-7.0,88.9*,Cc1cc(/C=N/NC(=O)c2cccc([N+](=O)[O-])c2)c(C)n1-c1ccc(Cl)cc1Cl
-7.3,127.5,-4.5,nt,-4.7,-8.4,3.7,-3.4,-2.0,-0.5,3.4,CC(=O)Nc1ccc(NC(=O)CC2SC(=O)N(CC(=O)c3ccccc3)C2=O)cc1 (centres undefined)
-2.9,7.0,2.5,114.5,-11.9,-11.6,-0.2,33.8,-7.8,6.8,-33.8,O=C(COc1coc(CN2CCN(c3ccccc3)CC2)cc1=O)Nc1ccccc1
0.2,5.9,10.0,106.8,-9.1,2.3,nt,11.5,-6.5,-4.8,-11.5,CSCCC(NS(=O)(=O)c1ccccc1F)C(=O)NCCCn1nc(C)cc1C (centres undefined)
-0.6,8.9,6.1,102.5,-11.8,2.9,0.0,-42.0,8.7,0.1,42.0,CC(=O)Nc1ccc(S(=O)(=O)NC2CC(=O)N(c3ccc(C)c(C)c3)C2)cc1 (centres undefined)
-3.7,3.9,-13.7,95.2,5.1,4.0,-3.3,5.1,-2.7,5.5,-5.1,Nn1c(SCC(=O)Nc2ccc3c(c2)OCCO3)nnc1-c1ccccn1
-2.0,100.0,5.3,96.5,-0.2,nt,3.0,-8.3,-6.5,16.2,8.3,COc1ccc(NC(=O)CSc2nnc(-c3ccoc3C)n2CC2CCCO2)cc1 (centres undefined)
-2.7&0.9,-20.6&-16.9&-21.6,14.1&6.5,115.9&106.2,-3.3&-1.9,0.6&-3.1,nt,3.2&5.0,3.2&-1.9,-3.0&12.8,-3.2&-5.0,NC(N)=N/N=C/c1c(Cl)cccc1Cl
1.9,nt,-4.1,71.6*,22.9*,-11.9,13.6,-40.7,-12.8,17.9,40.7,Cn1c(C(=O)N2CCN(c3ccc([N+](=O)[O-])cc3)CC2)cc2c(=O)[nH]c3ccccc3c21
0.3,-3.9,-6.7,110.3,-1.0,-22.9,17.5,-10.1,0.5,40.5,10.1,COc1cc2[nH]c(C(=O)N3CC(C)OC(C)C3)cc2c(OC)c1OC (centres undefined)
-2.1,40.4,-11.1,93.6,9.8,3.8,-2.0,14.3,-3.1,28.3,-14.3,COc1ccc(C=O)cc1CSc1ncccc1C(=O)O
-0.6,-11.4,-13.0,105.9,8.6,-3.7,-4.5,22.2,2.2,-12.8,-22.2,O=C1ON=C(c2ccccc2[N+](=O)[O-])/C1=C/c1cccc([N+](=O)[O-])c1O

CDK5 inh,SUMO Mot1 rescue,PKA-R1A act,Pemphigus Ab inh,dFosB act,MITF act,NSD2 inh,SR-BI DiI-HDL act,PKA-R2B activ,Arrestin-AP2 inh,SR-BI DiI inh,molecule
-1.2,-24.6,3.1,93.4,-4.1,-9.9,14.8,6.5,5.2,-5.0,-6.5,CCN1C(=O)C(O)(C2COC(C)(C)CC2=O)c2ccccc21 (centres undefined)
0.3,13.6,9.9,nt,1.8,0.0,0.1,-21.1,-1.0,38.9,21.1,Cc1cc(C2CC(=O)Nc3ccccc3S2)c(C)s1 (centres undefined)
-1.1,-15.3,-14.3,92.9,-2.0,-24.0,1.9,-20.4,-5.5,-9.2,20.4,O=C(c1cn(Cc2ccccc2)nc1-c1ccccc1)N1CCN(c2ccccn2)CC1
-1.8,45.6,-6.8,109.6,-8.7,1.8,-5.0,16.6,-1.0,-1.1,-16.6,COc1ccc(S(=O)(=O)N2CCC(C(=O)NC3CC(C)(C)NC(C)(C)C3)CC2)cc1
1.3,8.3,-3.1,108.5,-11.7,nt,nt,2.5,1.1,20.5,-2.5,COc1ccc(N(C(=O)c2cccnc2)S(=O)(=O)c2ccc(Cl)cc2)cc1
0.4,-5.6,-17.5,103.2,-6.6,4.9,-1.2,-4.9,-10.4,36.6,4.9,COc1cc(NC(=O)CCC(=O)OCCCC(F)(F)C(F)(F)F)nc(OC)n1
-1.4,-5.1,-6.0,93.9,3.8,-4.0,-3.4,7.6,-1.2,8.8,-7.6,O=S(=O)(c1ccccc1F)N1CCC(c2nc3ccccc3[nH]2)CC1
-3.2,0.9,5.1,nt,-2.3,-1.1,nt,9.3,9.8,-2.9,-9.3,COc1ccc(/C=C2\SC(=S)N(CCCC(=O)Nc3ccccc3C(=O)O)C2=O)cc1OC
-0.2,32.7,-4.4,98.8,-13.9,2.2,27.2,15.1,-6.2,3.7,-15.1,Cc1ccc(CSC2=NCCN2S(=O)(=O)c2ccccc2)cc1
-0.6,-10.0,-4.9,nt,-7.2,nt,-1.5,22.4,4.6,26.7,-22.4,O=C(Cc1ccc(S(=O)(=O)N2CCCC2)s1)Nc1nc2c(s1)CCCC2
-7.4,11.4,0.5,nt,1.7,-5.2,-0.1,nt,-1.5,13.6,nt,CSCCC(=O)N1CCN(CC(=O)N2CCCC2)CC1
-1.7,6.7,-6.1,nt,2.7,20.9,-0.5,nt,-3.2,-11.3,nt,O=P(CCCO)(Cc1ccccc1)Cc1ccccc1

2 compounds picked at random from the list so far, as already listed:
CDK5 inh,SUMO Mot1 rescue,PKA-R1A act,Pemphigus Ab inh,dFosB act,MITF act,NSD2 inh,SR-BI DiI-HDL act,PKA-R2B activ,Arrestin-AP2 inh,SR-BI DiI inh,molecule
-1.4,-5.1,-6.0,93.9,3.8,-4.0,-3.4,7.6,-1.2,8.8,-7.6,O=S(=O)(c1ccccc1F)N1CCC(c2nc3ccccc3[nH]2)CC1
-1.2,-24.6,3.1,93.4,-4.1,-9.9,14.8,6.5,5.2,-5.0,-6.5,CCN1C(=O)C(O)(C2COC(C)(C)CC2=O)c2ccccc21 (centres undefined)

Going on with the list:
CDK5 inh,SUMO Mot1 rescue,PKA-R1A act,Pemphigus Ab inh,dFosB act,MITF act,NSD2 inh,SR-BI DiI-HDL act,PKA-R2B activ,Arrestin-AP2 inh,SR-BI DiI inh,molecule
1.5,-9.1,3.6,99.7,-0.6,-3.7,0.0,25.9,3.2,-22.3,-25.9,S=c1[nH]nc(COc2ccc(Cl)cc2)o1
-1.3,33.6,-2.6,91.5,-1.8,9.9,2.2,-10.5,8.0,-2.1,10.5,S=C1NCCc2ccc(Cl)cc2C1c1ccccc1Cl (centres undefined)
1.3,-5.2,-6.4,93.4,-5.3,-6.4,-2.2,-62.7,-14.5,0.1,62.7,COc1cc(/C=C/C(=O)OCC(=O)Nc2cc(S(=O)(=O)N3CCCCC3)ccc2C)ccc1O
0.1,103.2,1.1,102.0,-4.0,-10.5,-4.3,8.6,-5.8,-1.1,-8.6,CCOC(=O)C1CCCN(C(=O)c2cc(S(=O)(=O)Nc3ccccc3OC)ccc2C)C1 (centres undefined)
1.7,-2.1,-3.6,107.1,1.3,-1.4,-1.5,3.7,-9.2,6.7,-3.7,Cc1cc(-c2nc(C)c(C(=O)NNS(=O)(=O)c3ccc(Cl)cc3Cl)s2)no1
-1.8,-1.0,1.7,92.4,-14.6,16.7,2.1,32.8,0.8,-11.5,-32.8,COc1ccc(N2CCN(C(CNC(=O)C3CCCCC3)c3cccnc3)CC2)cc1 (centres undefined)
2.2,-18.3,-11.1,100.0,-10.9,-5.5,6.5,2.1,-10.1,7.5,-2.1,S=C(Nc1cccnc1)Nc1ccccc1Br
-0.8,5.4,-6.2,96.2,-1.8,-3.7,-0.2,nt,-1.2,-8.5,nt,Cc1ccc(C(=O)NC(C(=O)Nc2cccc(S(N)(=O)=O)c2)C(C)C)cc1 (centres undefined)
1.2,nt,1.1,103.1,-10.6,7.9,-1.2,1.7,-8.3,2.9,-1.7,COc1ccccc1N1CCN(C(=O)CSc2nnnn2C2CC2)CC1
0.5,-4.6,3.2,100.4,0.5,-1.1,0.4,-4.7,-3.6,11.0,4.7,O=C(Nc1nc(-c2ccc3c(c2)OCO3)cs1)c1ccncc1
0.6,20.4,-5.2,nt,-6.2,0.4,-1.6,-12.8,-2.8,-22.4,12.8,CN(Cc1ccon1)C(=O)CCc1nnc(CCCCc2ccccc2)o1
1.0,-2.7,3.2,103.7,-11.2,-7.0,-1.6,-9.3,1.2,-3.3,9.3,CCCc1cc(=O)oc2cc(C)cc(OCC(=O)NCCCn3ccnc3)c12

CDK5 inh,SUMO Mot1 rescue,PKA-R1A act,Pemphigus Ab inh,dFosB act,MITF act,NSD2 inh,SR-BI DiI-HDL act,PKA-R2B activ,Arrestin-AP2 inh,SR-BI DiI inh,molecule
-1.2,-8.1,-10.8,nt,-10.4,-2.0,1.0,17.9,-7.5,6.0,-17.9,C/C=C(\C)CN1CCC(Oc2ccc(C(=O)NCc3ccccn3)cc2)CC1
-0.9,-1.2,0.2,109.5,-5.3,4.3,-0.7,nt,-3.4,-6.5,nt,CCNC(=O)N1CCCC(C(=O)c2ccc(C(F)(F)F)cc2)C1 (centres undefined)
-0.3,244.6,-3.2,101.0,-7.7,-0.1,4.8,-0.7,0.7,6.5,0.7,COc1cc2c(cc1OC)C(COc1ccc(F)cc1)N(C(C)=O)CC2 (centres undefined)
1.1,nt,-2.4,104.6,5.8,-6.3,9.7,-35.2,4.8,4.2,35.2,Cc1ccc(C)n1-n1c(C)nc2sc3c(c2c1=O)CCCCC3
-0.2,339.0,-6.4,nt,-5.6,2.5,2.5,nt,0.0,-0.8,nt,Cc1ccc(N(C(=O)CNC(=O)c2ccco2)C(C(=O)NC2CCCCC2)c2cccnc2)c(C)c1 (centres undefined)
0.3,1.9,-3.1,115.1,-0.4,-8.8,-1.7,nt,10.5,-6.6,-14.6,O=C(CN1C(=O)S/C(=C/c2ccncc2)C1=O)Nc1ccccc1
